Screening results as filed in PubChem.
BoNT F protease: BoNT F light chain protease inhibition | Multiplex microsphere protease cleavage assay, flow cytometry | inhibition, % at 10 µM | actives 0.22% (n = 360,000) | AID 588497; in the data active = inhibition above about 35%, passing the limit was not always enough; inconclusive = no clear call, values can overlap the other calls; also: plate controls were buffer without enzyme for full effect and enzyme alone for no effect
Rv3671c inh: Rv3671c (M. tuberculosis) protease inhibition. inhibition, % at 5.96 µM. actives 0.048% (n = 320,000); in the data active = inhibition above about 38%;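 also: extracellular domain of Rv3671c used as enzyme; 0% = enzyme with DMSO and 100% = no enzyme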
UGM FP inh: inhibitors of M. tuberculosis UDP-galactopyranose mutase; P9WIQ1; purified UGM, fluorescence polarization probe displacement; inhibition, % at 10 µM; actives 0.06% (n = 320,000); AID 504406; in the data active = inhibition above about 10%, passing the limit was not always enough; inconclusive = no clear call, values can overlap the other calls
Target sequence (P9WIQ1 whole entry, looked up): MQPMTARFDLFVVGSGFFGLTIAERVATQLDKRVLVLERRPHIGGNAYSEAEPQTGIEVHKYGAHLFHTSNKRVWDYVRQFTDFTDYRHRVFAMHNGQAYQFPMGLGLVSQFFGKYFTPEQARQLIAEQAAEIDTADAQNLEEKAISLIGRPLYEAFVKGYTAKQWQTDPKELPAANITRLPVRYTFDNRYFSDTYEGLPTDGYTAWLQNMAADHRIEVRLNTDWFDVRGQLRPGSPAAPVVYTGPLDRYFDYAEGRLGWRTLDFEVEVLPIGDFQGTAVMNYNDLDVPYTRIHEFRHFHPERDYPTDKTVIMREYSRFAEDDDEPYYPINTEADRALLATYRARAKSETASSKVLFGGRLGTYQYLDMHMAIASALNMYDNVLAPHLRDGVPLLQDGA
CCHF vOTU inh: blocks the CCHF virus ovarian tumor domain protease. CCHFV vOTU protease, Pep-AMC fluorescence. inhibition, % at 11.5 µM. actives 0.55% (n = 370,000). AID 651958; also: 0% = vehicle wells with enzyme and 100% = no enzyme wells
FBA Mtb inh: inhibitors of M. tuberculosis fructose-bisphosphate aldolase; P9WQA3; purified M. tuberculosis FBA, fluorescence read-out; inhibition, % at 1 µM; actives 2.3% (n = 360,000); AID 588726; in the data active = inhibition above about 27%;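 also: 0% = vehicle and 100% = reference inhibitor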
Target sequence (P9WQA3 whole entry, looked up): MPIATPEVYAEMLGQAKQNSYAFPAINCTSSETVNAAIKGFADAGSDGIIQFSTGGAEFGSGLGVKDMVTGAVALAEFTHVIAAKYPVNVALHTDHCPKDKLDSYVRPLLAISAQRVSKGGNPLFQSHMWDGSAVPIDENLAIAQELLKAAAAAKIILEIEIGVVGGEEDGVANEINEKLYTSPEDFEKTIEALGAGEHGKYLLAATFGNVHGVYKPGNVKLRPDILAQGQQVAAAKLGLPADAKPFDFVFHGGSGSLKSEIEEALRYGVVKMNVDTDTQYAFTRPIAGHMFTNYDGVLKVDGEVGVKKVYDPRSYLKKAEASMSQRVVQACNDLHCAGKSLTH
DUSP3 inh: blocks human VHR1 dual specificity phosphatase; P51452; recombinant VHR phosphatase, pNPP absorbance; inhibition, % at 13.3 µM; actives 0.52% (n = 290,000); in the data active = inhibition above about 50%; also: some compounds called inactive have numbers as strong as hits
Target sequence (P51452 whole entry, looked up): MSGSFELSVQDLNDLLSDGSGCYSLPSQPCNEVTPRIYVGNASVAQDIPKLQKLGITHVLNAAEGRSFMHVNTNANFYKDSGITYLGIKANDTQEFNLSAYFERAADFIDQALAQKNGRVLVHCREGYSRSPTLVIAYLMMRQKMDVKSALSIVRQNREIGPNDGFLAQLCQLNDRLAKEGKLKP
GDH-TPI inh: counter-screen for M. tuberculosis FBA inhibitors: GDH-TPI coupled enzymes; inhibition, % at 4.8 µM; actives 1.2% (n = 360,000); GDH-TPI coupled enzyme counterscreen, NADH absorbance; AID 588335;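 also: 0% = DMSO wells and 100% = wells lacking the enzyme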
MazF activator: activators of E. coli MazEF toxin-antitoxin RNase. P0AE70. activation, % at 20 µM. actives 0.32% (n = 350,000). FAM/BHQ RNA-DNA oligo cleavage fluorescence, 5 h. AID 504720; in the data active = activation above about 50%
Target sequence (P0AE70 whole entry, looked up): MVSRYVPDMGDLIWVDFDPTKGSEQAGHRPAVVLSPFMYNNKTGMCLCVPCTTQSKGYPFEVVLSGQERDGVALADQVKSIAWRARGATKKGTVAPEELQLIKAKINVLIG
FadD28 binding: blocks FadD28 binding to the bisubstrate probe | inhibition, % at 12.5 µM | actives 0.22% (n = 360,000) | AID 588549 | fluorescence polarization; in the data active = inhibition above about 8.5%, passing the limit was not always enough; inconclusive = no clear call, values can overlap the other calls
BioA inh: BioA (M. tuberculosis) enzyme inhibition. actives 0.096% (n = 360,000). purified M. tuberculosis BioA enzyme, plate reader. inhibition, % at 9.99 µM; in the data active = inhibition above about 40%; inconclusive = no clear call, values can overlap the other calls
Numbers without * were called inactive; ? = inconclusive; nt = no result given; & = joins results of further samples. Rule as the data show it, unless noted: active = inhibition above about 30%; inactive = the rest.

Every second line gives: BoNT F protease	Rv3671c inh	UGM FP inh	CCHF vOTU inh	FBA Mtb inh	DUSP3 inh	GDH-TPI inh	MazF activator	FadD28 binding	BioA inh
#1 CCCn1c(SCC(=O)N2CCN(C(C)=O)CC2)nc2sc3c(c2c1=O)CCC3
    -2	6	3.8	10	1	0	10	5	-0.4	14
#2 Cc1ccccc1NC(=O)CSc1nc2scc(C)c2c(=O)[nH]1
    20	9	-2.3	-3	0	-46	-1	5	0.1	-0.7
#3 CN(C(=O)C1CCC(=O)N(C2CC2)C1)C1CCCCC1 (configuration not stated)
    -4	-4	-1.3	22	0	40	1	7	-1.6	-0.6
#4 CCOc1ccc(OCc2ccc(C(=O)Nc3cccnc3)o2)cc1
    14	-6	-1.2	14	3	17	8	-1	-2.8	25
#5 O=C(c1ccc2c(=O)n(C3CCCC3)c(=S)[nH]c2c1)N1CCCCCC1
    -5	3	-4.1	-3	-1	0	4	4	0.1	nt
#6 O=c1oc2ccc3ccccc3c2c2c1SC(C(F)(F)F)C2 (configuration not stated)
    1	0	3.7	nt	18	23	2	22	-3.2	-1.0
#7 COCCNc1nc(-c2ccccc2F)c2sc(-c3ccccc3)cc2n1
    -4	nt	nt	-3	7	nt	8	nt	-5.9	-0.7
#8 O=C(COC(=O)c1ccncc1)NC(=O)C1CCCCC1
    -11	-3	nt	-15	3	21	4	-3	-2.0	0.5
#9 Cc1onc(-c2c(Cl)cccc2Cl)c1NC(=O)N(C)N
    2	5	-0.5	-14	1	-4	-1	-4	0.1	-1.1
#10 O=C(NO)c1ccc(C(=O)N(C2CCCCC2)C2CCCCC2)cc1
    -10	9	1.0	-6	0	19	16	5	-0.9	nt
#11 Cc1ccc(NC(=O)n2ncc3c(C)cccc32)c(C)c1
    -36	0	-0.2	1	0	-3	0	-7	0.6	-1.6
#12 CCN(C(=O)CSc1nc(C)cc(=O)[nH]1)C1CCCCC1
    -4	2	1.3	-1	1	nt	-9	5	-1.0	-0.6
#13 Cc1ccc(S(=O)(=O)NCc2cn3c(C)csc3n2)cc1
    nt	-6	-1.6	4	3	23	3	-3	0.5	nt
#14 CCOc1ccc(-n2c(=S)sc3c(=O)n(-c4ccccc4)c(SC)nc32)cc1
    5	-6	1.3	-13	0	-16	9	-8	-1.1	-0.6
#15 Cc1cc(C)n2ncc(C(=O)Nc3ccc(Cl)c(Cl)c3)c2n1
    4	-4	-1.2	-13	1	-1	7	14	-1.3	nt

The closing 5 records of the section before lead into the next:
Every second line gives: BoNT F protease	Rv3671c inh	UGM FP inh	CCHF vOTU inh	FBA Mtb inh	DUSP3 inh	GDH-TPI inh	MazF activator	FadD28 binding	BioA inh
#11 Cc1ccc(NC(=O)n2ncc3c(C)cccc32)c(C)c1
    -36	0	-0.2	1	0	-3	0	-7	0.6	-1.6
#12 CCN(C(=O)CSc1nc(C)cc(=O)[nH]1)C1CCCCC1
    -4	2	1.3	-1	1	nt	-9	5	-1.0	-0.6
#13 Cc1ccc(S(=O)(=O)NCc2cn3c(C)csc3n2)cc1
    nt	-6	-1.6	4	3	23	3	-3	0.5	nt
#14 CCOc1ccc(-n2c(=S)sc3c(=O)n(-c4ccccc4)c(SC)nc32)cc1
    5	-6	1.3	-13	0	-16	9	-8	-1.1	-0.6
#15 Cc1cc(C)n2ncc(C(=O)Nc3ccc(Cl)c(Cl)c3)c2n1
    4	-4	-1.2	-13	1	-1	7	14	-1.3	nt
#16 CCC1CCCCN1c1nc2c(C=O)c(C)nn2c2ccccc12 (configuration not stated)
    -3	-7	1.6	-18	9	13	14	0	-3.2	-0.2
#17 O=C(Nc1sc2c(c1-c1nc3ccccc3[nH]1)CCCC2)C1CCCC1
    -10	15	0.2	0	24	3	9	1	-3.0	-0.8
#18 Nc1[nH]n(-c2ccccc2)c(=O)c1N=Nc1ccc2ncsc2c1
    -10	29	-2.4	-2	-9	10	8	17	-2.7	4.6
#19 COc1ccccc1CNC(=O)CN1c2cccc3cccc(c23)S1(=O)=O
    2	-9	0.1	-9	5	nt	0	-12	-3.2	-0.9
#20 CN1CCN(c2ccc(NC(=O)c3ccc([N+](=O)[O-])o3)cc2Cl)CC1
    -14	-6	0.4	11	-2	20	20	8	0.4	-0.4
#21 OC1(c2ccc(Cl)cc2)CCN(Cc2cn[nH]c2-c2ccc(F)cc2)CC1
    nt	3	1.8	2	3	21	-2	10	-1.0	2.8
#22 O=c1[nH]c2cc3c(cc2cc1CN(CCc1ccccc1)C(=S)NCCCN1CCOCC1)OCCO3
    -6	nt	nt	-28	15	nt	16	15	-3.4	2.6
#23 C[C@@H]1CN([C@@H](C)CO)S(=O)(=O)c2ccc(Br)cc2O[C@H]1CN(C)C(=O)c1ccc2c(c1)OCO2
    0	nt	nt	3	0	nt	-15	-7	-4.8	3.8&7.4
#24 CCOC(=O)COC(=O)c1ccc(Oc2cc(C)nc(SC)n2)cc1
    -13	-5	3.1	-6	3	9	-6	-2	-0.5	nt
#25 COc1ccc(N(C=O)C(=S)SC)cc1
    ?	5	-1.4	-12	-1	17	2	-1	-5.1	nt
#26 c1ccc(CNc2nc3ccccc3n3cnnc23)cc1
    -9	6	-0.1	6	1	0	-3	-5	-2.4	-1.4
#27 COc1ccc(-n2c(Cc3cccn3C)nnc2SCC(=O)NCC2CCCO2)cc1 (configuration not stated)
    2	0	2.2	14	0	24	10	-1	0.1	2.0
#28 Cc1ccc2nc(/C(C#N)=C/c3ccccc3C(=O)O)[nH]c2c1
    4	1	1.2	9	2	-13	16	16	-4.6	0.6
#29 Cc1cc(CN2CCC(n3nccc3NC(=O)c3ccccc3C)CC2)n[nH]1
    -5	-6	-1.6	-1	4	14	2	3	0.2	-0.9
#30 COC(=O)c1ccc(Cn2cc(C(F)(F)F)cc([N+](=O)[O-])c2=O)cc1
    2	-1	0.1	-4	-3	24	9	-4	-2.7	nt
#31 CC(=O)N(C)/C=C1\Sc2ccccc2C1=O
    -3	-4	-0.5	15	3	-4	0	-13	-1.9	-0.6
#32 Cc1ccc2oc(=O)c(/C=C(\O)c3cccs3)nc2c1
    ?	0	1.9	-5	-5	22	21	-309	-1.6	nt
#33 N#CC1(NC(=O)CN2C(=O)c3ccccc3C2=O)CCCCC1
    ?	1	2.6	-1	0	nt	0	4	-0.7	0.2
#34 O=C1NC2C(=CC(O)C(O)C2O)c2cc3c(c(O)c21)OCO3 (configuration not stated)
    -3	nt	nt	2	9	nt	8	5	-1.4	nt
#35 CS/C(=N\S(=O)(=O)c1ccccc1)c1ccccc1
    0	-3	-0.9	-11	2	-1	1	-2	-2.6	nt
#36 CC1(C)OCC(CNC(=O)c2[nH]c(C(F)(F)F)nc2-c2ccccc2)O1 (configuration not stated)
    8	nt	nt	12	1	nt	nt	nt	-1.7	-1.4
#37 COc1ccc(C=C(c2nc3ccccc3s2)c2nc3ccccc3s2)cc1O
    -32	-14	-0.8	-6	-4	0	15	-6	-0.5	6.3
#38 C/C(=N/NC(=O)c1ccc(C)s1)c1ccncc1
    1	nt	-2.0	5	-1	11	21	3	-3.2	-2.3
#39 COc1ccccc1-c1noc2ncnc(Nc3ccc4c(c3)OCO4)c12
    -4	8	4.8	8	-2	17	6	8	-1.3	-3.6
#40 CC1(c2ccccn2)Nc2ccccc2-c2nc3ccccc3n21 (configuration not stated)
    -4	-4	-3.3	-237	112*	15	23	0	0.2	-0.3
#41 COc1ccc(C(=O)Nc2ccc(NC(=O)C(C)C)nc2)cc1
    -2	-2	0.5	1	0	19	3	-5	-1.8	1.2
#42 COCC1CCCN(Cc2cn[nH]c2-c2cc3ccccc3o2)C1 (configuration not stated)
    -2	-5	2.4	-14	0	39	-17	10	1.9	-0.1
#43 Nc1nc(-c2ccc(Oc3ccccc3)cc2)c(CC(=O)O)s1
    -10	nt	-1.4	-13	-2	-20	6	-19	-2.7	nt
#44 CCN(CC)S(=O)(=O)c1ccc(C(=O)NCC(=O)NC2CC2)cc1
    3	8	-0.3	-13	-2	nt	-4	1	-0.1	-0.7
#45 CCCN(CC(=O)Nc1cc(Cl)ccc1Cl)C(=O)/C=C/c1ccco1
    1	-10	-3.2	1	0	19	12	-7	-11	nt
#46 Cc1ccc(NC(C#N)c2ccccc2OCc2ccccc2)cc1 (configuration not stated)
    -7	2	-4.2	-1	1	7	14	1	3.0	-1.6
#47 COc1ccc(N(CC(=O)Nc2ccc(S(=O)(=O)N3CCOCC3)cc2)S(=O)(=O)c2ccc(F)cc2)cc1
    4	-19	1.2	-2	-2	-17	0	15	-0.2	-1.7
#48 CN1CCN(c2ccccc2NC(=O)C(Cc2ccccc2)n2cccc2)CC1 (configuration not stated)
    0	3	0.1	-2	-1	22	1	3	-2.2	-0.6
#49 CC(=O)C1=C(O)CC(c2ccccc2)CC1=NCCc1c(C)[nH]c2ccc(C)cc12 (configuration not stated)
    -1	6	4.5	-4	7	-4	17	6	-0.4	-1.1
#50 O=C(OC1CCCCC1=O)c1cc(=O)c2ccccc2o1 (configuration not stated)
    ?	5	0.7	-1	0	-1	-5	6	-2.0	-1.2
#51 CC(NC(=O)CSCc1ccccc1Br)c1ccccc1 (configuration not stated)
    1	3	-2.1	-15	-2	-16	1	1	1.9	nt
#52 CN(CCO)c1ccc(-c2n[nH]c(=O)c3ccccc23)cc1[N+](=O)[O-]
    ?	nt	-3.7	8	1	-16	14	6	-4.4	nt
#53 Cc1cccc(NC(=O)CNC(=O)[C@H]2O[C@@H](n3ccc(N)nc3=O)[C@H](O)[C@@H]2O)c1C
    -7	nt	nt	-6	-1	nt	nt	nt	-0.3	-0.2
#54 O=C(NCCN1CCOCC1)c1ccc(CS(=O)(=O)Cc2ccccc2F)o1
    -5	-3	3.0	11	2	7	0	0	-0.9	0.8
#55 CC1CCCCN1C(=O)Cn1c(=O)oc2cc(S(=O)(=O)N3CCCC3)ccc21 (configuration not stated)
    3	1	-0.8	-3	7	-6	4	5	-0.8	0.6
#56 CN(C)c1nc(C(N)=O)nc(N2CCOCC2)n1
    4	0	0.4	-1	6	-23	2	-1	-1.0	-0.8
#57 O=C(CNC(=O)CNC(=O)c1ccc(Cl)cc1Cl)NCc1cccc(Cl)c1
    6	-3	6.2	5	-1	-8	3	10	-2.7	0.3
#58 COc1ccc(N(C(=O)c2csnn2)C(C(=O)NC2CCCC2)c2cccs2)cc1 (configuration not stated)
    7	2	-0.1	-16	-8	24	-13	4	nt	0.7
#59 O=[N+]([O-])/C=C/c1c(OCc2ccccc2)ccc2ccccc12
    -1	-4	1.7	nt	-6	-2	8	nt	-1.4	-0.7
#60 CCOC(=O)Cn1cc(C=C2C(=O)N(C)C(=O)N(C)C2=O)c2ccccc21
    40*	-1	-0.2	6	4	7	4	-115	-1.5	-6.5
#61 Cc1cc2ncn(CC(O)COC3CCCCC3)c2cc1C (configuration not stated)
    1	-6	-2.3	18	-1	22	-7	-1	-4.3	-0.6
#62 Cc1ccc(S(=O)(=O)Nc2c(C)nc3nc(C)[nH]n3c2=O)cc1
    -5	16	5.3	12	5	5	0	8	-0.4	-0.3
#63 CC(=O)N1CCN(Cc2nc3cc(NC(=O)COc4cccc(C)c4)ccc3n2C)CC1
    -2	-1	2.4	0	5	12	5	9	1.1	4.4
#64 COc1ccc(C=CC(=O)c2ccc(OCc3ccccc3)c(OC)c2)cc1OC
    2	nt	nt	2	6	nt	19	-8	-2.7	0.1
#65 CC(C)CCN1CCNC(=O)C1CC(=O)N(C)CCCN1CCOCC1 (configuration not stated)
    0	4	1.2	6	-1	14	0	-3	-3.1	0.5
#66 COc1ccccc1CNC(=O)C1CCN(S(=O)(=O)c2ccc3c(c2)CC(C)N3C(=O)C2CC2)CC1 (configuration not stated)
    -2	2	1.3	8	1	-9	-3	4	-1.3	-0.7
#67 CC(C)(C)c1cc(CN2CCN(CCO)CC2)cc(C(C)(C)C)c1O
    3	1	-0.1	6	1	-28	-2	-2	-2.8	0.1
#68 C=CCNC(=O)CCNS(=O)(=O)c1ccc(Br)cc1
    0	0	-0.1	6	-6	33	-3	-5	-2.7	0.4
#69 CCOC(=O)CCn1c(CC(=O)OCC)nc2ccccc21
    4	3	0.8	1	1	-6	-3	0	-3.1	-0.9
